Scp1 inh – Scp-1 phosphatase inhibitors, primary screen, biochemical, colorimetric, uHTS. 340,000 compounds, 0.88% hits. inhibition, % at 20 µM. Recombinant Scp1, phosphopeptide, malachite green phosphate absorbance. Carboxy-terminal domain RNA polymerase II polypeptide A small phosphatase 1 (Homo …. AID 493091, 2011;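 active = inhibition above about 50% at 20 µM, limit read from the data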;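 note: plate controls were DMSO wells with enzyme for no effect and wells lacking enzyme for full effect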
Target sequence (Q9GZU7 76-261 limits assumed): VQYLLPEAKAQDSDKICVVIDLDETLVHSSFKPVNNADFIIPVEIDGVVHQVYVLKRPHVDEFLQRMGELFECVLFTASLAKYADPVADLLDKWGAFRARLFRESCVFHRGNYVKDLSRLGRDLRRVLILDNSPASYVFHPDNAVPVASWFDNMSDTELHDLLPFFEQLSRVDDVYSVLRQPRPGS
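Incubation: 45 min enzyme reaction at room temperature / System: truncated SCP-1 phosphatase (76-261aa) / Reagent: Phospho 17-mer peptide substrate / Buffer or medium: Acidic Tris acetate buffer with magnesium and detergent / Signal: absorbance at 630 nm / Doses: one concentration, 20 µM, with 1.0% DMSO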
Tb MetRS inh – T. brucei MetRS inhibitors, primary screen, biochemical, luminescence. methionyl-tRNA synthetase (Trypanosoma brucei brucei). purified T. brucei MetRS, ATP depletion, Kinase-Glo luminescence. 360,000 compounds, 0.4% hits. inhibition, % at 11.9 µM. AID 624268, 2012;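 active = inhibition above a per-plate cutoff of the control wells' mean inhibition plus 3 SD, cut at about 5.5% in these data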;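 note: 0% = DMSO wells median and 100% = median of wells with control inhibitor compound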
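Measured by: Kinase-Glo luciferase luminescence reporting remaining unconsumed ATP. Material: purified T. brucei MetRS enzyme. Doses: 11.9 µM compound single dose, 0.9% DMSO. Medium: HEPES buffer containing pyrophosphatase, BSA, spermine, DTT. Times: 15 min preincubation, 2 h reaction, all 25 °C. Reagent: methionine, ATP and bulk E. coli tRNA.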
bovine MsrA act – bovine MsrA enzyme activators, primary screen, biochemical, absorbance, HTS; purified bovine MsrA, absorbance read-out; activation, % at 10.6 µM; 360,000 compounds, 0.3% hits; in the data active = activation above about 7.5%;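 note: 0% = vehicle and 100% = reference activator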
STEP block – STEP phosphatase inhibitors, primary screen, biochemical, fluorescence intensity, uHTS | Tyrosine-protein phosphatase non-receptor type 5 (Homo sapiens), P54829 | recombinant STEP, OMFP fluorogenic substrate | inhibition, % at 20 µM | 360,000 compounds, 0.25% hits;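 active = inhibition at 20 µM, scaled per plate between control wells, above about 37%, limit read from the data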;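 note: 0% = DMSO with enzyme and substrate and 100% = substrate only without enzyme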
Target sequence (P54829 whole entry, looked up): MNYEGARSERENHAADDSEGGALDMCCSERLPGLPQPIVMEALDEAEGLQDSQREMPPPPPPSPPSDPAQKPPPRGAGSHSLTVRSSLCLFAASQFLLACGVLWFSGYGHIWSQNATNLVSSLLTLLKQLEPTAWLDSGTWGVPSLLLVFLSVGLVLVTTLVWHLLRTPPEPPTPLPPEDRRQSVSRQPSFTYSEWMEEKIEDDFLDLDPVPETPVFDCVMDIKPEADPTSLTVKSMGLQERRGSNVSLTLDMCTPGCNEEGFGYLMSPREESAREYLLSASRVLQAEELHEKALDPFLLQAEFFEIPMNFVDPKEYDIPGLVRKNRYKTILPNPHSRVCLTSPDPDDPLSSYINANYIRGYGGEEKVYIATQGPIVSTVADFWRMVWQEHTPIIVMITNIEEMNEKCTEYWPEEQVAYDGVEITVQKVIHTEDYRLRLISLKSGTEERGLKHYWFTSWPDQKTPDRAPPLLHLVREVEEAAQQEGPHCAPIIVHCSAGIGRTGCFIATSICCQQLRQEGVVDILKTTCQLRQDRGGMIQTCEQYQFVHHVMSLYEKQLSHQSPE
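Assay system: isolated STEP enzyme / Timing: 20 min at room temperature, dark / Doses: 20 µM, 1% DMSO / Technique: fluorescence intensity, excitation 480 nm, emission 540 nm / Reagent: fluorogenic phosphatase substrate OMFP at 25 µM final / Measure: percent inhibition scaled to no-enzyme and uninhibited-enzyme controls, plate-pattern corrected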
LMPTP block – LMPTP phosphatase inhibitors, primary screen, biochemical, fluorescence intensity, uHTS | recombinant LMPTP-A, OMFP fluorogenic substrate | inhibition, % at 20 µM | 360,000 compounds, 0.22% hits | AID 651560, 2012;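 active = compounds that cut the enzyme signal by at least half of the control window in the single-dose screen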;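 note: plate controls were DMSO wells with enzyme plus substrate for no effect and substrate without enzyme for full effect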
Target sequence (P24666 whole entry, looked up): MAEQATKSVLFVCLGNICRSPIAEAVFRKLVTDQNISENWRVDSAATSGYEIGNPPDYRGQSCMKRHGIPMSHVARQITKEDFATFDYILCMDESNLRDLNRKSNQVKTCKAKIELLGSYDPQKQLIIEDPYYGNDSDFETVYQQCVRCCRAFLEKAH
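Material: LMPTP-A; amount: 0.625 nM enzyme; doses: single 20 µM dose; times: reaction 50 min, room temperature, dark; technique: fluorescence intensity of OMFP turnover product; benchmarks: no-enzyme and uninhibited controls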
CendR NRP1 mod – modulators of CendR peptide binding to NRP-1, primary screen, biochemical, fluorescence polarization, uHTS | FAM-RPARPAR peptide binding to NRP-1 | inhibition, % at 25 µM | Neuropilin-1 (Homo sapiens), O14786 | 360,000 compounds, 0.85% hits;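 active = inhibition or corrected inhibition above about 18%, plus a signal ratio from 0.5 to 1.5, limit read from the data, passing the limit was not always enough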; note: strong numbers were not always called active
DNMT1 block – human DNMT1 methyltransferase inhibitors, primary screen, biochemical, molecular beacon, fluorescence, HinP1I cleavage, uHTS | inhibition (reported as % activation of signal), % at 10 µM | DNA (cytosine-5)-methyltransferase 1 (Homo sapiens), P26358 | AID 588458, 2011 | 360,000 compounds, 0.83% hits; in the data active = inhibition above about 50%
SUMO1-SIM PPI – modulators of SUMO1 protein-protein interactions, primary screen, biochemical, uHTS; Small ubiquitin-related modifier 1 (Homo sapiens), P63165; SUMO1 binding to a labelled peptide, TR-FRET, 1 h; 360,000 compounds, 0.33% hits; inhibition, % at 20 µM; in the data active = inhibition above about 37%
E coli Lon inh – inhibitors of E. coli Lon protease, primary screen, biochemical, fluorescence polarization; 360,000 compounds, 0.42% hits; purified E. coli Lon protease; P0A9M0; inhibition, % at 7.94 µM; in the data active = inhibition above about 13%, passing the limit was not always enough;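 note: 0% = enzyme with probe and DMSO and 100% = no enzyme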
MsrA inhibitor – bovine MsrA enzyme inhibitors, primary screen, biochemical, absorbance, HTS; 360,000 compounds, 0.75% hits; purified bovine MsrA, absorbance read-out; inhibition, % at 15.5 µM; in the data active = inhibition above about 4.5%;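 note: 0% = vehicle wells with enzyme and 100% = reference inhibitor wells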
* = called active by the depositor; . = no result given.

item	smiles	Scp1 inh	Tb MetRS inh	bovine MsrA act	STEP block	LMPTP block
1	O=C(O)COCC(=O)Nc1ccc(Oc2ncnc3cc(Cl)ccc23)nc1	2	-0.6	-6	-1	-0.5
2	COc1ccc(-c2nc(NC(=O)CCNC(=O)c3ccco3)sc2C)cc1	5	-0.1	-3	2	0.3
3	O=c1c2ccccc2c(/C=N/n2cnnc2)c(O)n1-c1ccccc1F	1	-0.4	-3	0	0.6
4	O=C(c1coc(=O)c(Br)c1)N1CCC(C(O)(c2ccccc2)c2ccccc2)CC1	-13	-0.1	4	1	-1.2
5	C=CCN(C(=O)c1csnn1)C(C(=O)NCc1ccccc1)c1cccs1 (stereo not drawn)	-5	-0.2	-2	2	-1.0
6	COc1cccc(C(=O)N/N=c2\oc3c(OC)cccc3cc2C(=O)NCc2ccccc2)c1	3	-0.5	-2	-2	0.9
7	Cc1ccc(C(=O)N2CCCCCC2)cc1Br	-4	-0.2	-2	2	-0.3
8	O=C(NCc1ccco1)c1ccc(Cn2c(=O)c3ccccc3n(Cc3ccc(Cl)cc3)c2=O)cc1	-5	-0.2	-2	0	4.5
9	CCC(=O)NC(=S)Nc1ccc(Cl)cn1	-10	-0.8	-3	2	-0.9
10	Cc1ccccc1-n1c(=O)cc(N2CCN(Cc3ccccc3)CC2)[nH]c1=O	-9	-0.8	-5	0	-1.5

item	CendR NRP1 mod	DNMT1 block	SUMO1-SIM PPI	E coli Lon inh	MsrA inhibitor
1	2	1	-3	8	-0.8
2	-24	-3	-2	1	-1.6
3	-10	-6	-6	7	0.3
4	8	-2	-7	-3	2.7
5	-3	-1	3	-6	0.3
6	-1	1	-5	4	-1.2
7	-2	1	2	-7	1.7
8	-12	1	-3	-7	0.0
9	-6	3	0	3	-1.4
10	9	-4	1	-6	-0.7

As entered above.
For Scp1 inh, entry 5 is entered as -5
For Tb MetRS inh, entry 6 is entered as -0.5

Carrying on.
item	smiles	Scp1 inh	Tb MetRS inh	bovine MsrA act	STEP block	LMPTP block
11	COc1ccc(-n2nnnc2SCC#CCO)cc1	-13	-0.6	-11	0	-0.5
12	N#Cc1cccc(NC(=O)CCNS(=O)(=O)c2ccc3[nH]c(=O)oc3c2)c1	1	-0.5	-7	-1	-0.3
13	Cc1ccc(S(=O)(=O)c2c(C)nn(C(C)(C)C)c2OC(=O)C2CCCC2)cc1	-11	-1.3	-1	3	3.0
14	CN(C(=O)c1ccco1)c1nnc(-c2ccc(F)cc2)s1	1	0.0	-3	-2	-0.3
15	CC1CC(C)CN(CCOc2ccc(Cl)cc2Cl)C1 (stereo not drawn)	-2	1.9	1	-1	-0.7
16	COc1nc(Oc2ccc(=O)[nH]n2)nc(N2CCOCC2)n1	3	-0.7	-4	2	-1.2
17	COc1ccc(-c2ccc3c(c2)S(=O)(=O)c2cccc(C(=O)NCCOc4ccccc4)c2C3=O)cc1OC	4	0.1	0	5	5.0
18	O=C(Nc1ccccc1)N1CCCc2ccccc21	-3	-0.1	2	2	-1.0
19	CCOC(=O)C1CCCN(c2c(NCC3CCCO3)c(=O)c2=O)C1 (stereo not drawn)	7	0.3	-10	-4	-1.4
20	CCc1ccc(NC(=S)NC(=O)c2c(-c3ccccc3Cl)noc2C)cc1	-11	0.1	-3	2	3.3

item	CendR NRP1 mod	DNMT1 block	SUMO1-SIM PPI	E coli Lon inh	MsrA inhibitor
11	8	0	-2	-5	0.0
12	-8	1	1	14	.
13	-7	2	0	-9	0.5
14	-2	1	5	2	0.4
15	0	2	0	5	-0.9
16	5	1	0	0	-1.0
17	-80	-10	-7	1	.
18	10	0	3	0	-0.6
19	-4	1	4	1	0.4
20	-10	-8	2	-7	-0.4

Next structures:
item	smiles	Scp1 inh	Tb MetRS inh	bovine MsrA act	STEP block	LMPTP block
21	O=C(COc1ccc(/C=N/NC(=O)c2ccccc2O)cc1)Nc1ccccc1	65*	-0.3	-3	85*	67*
22	CCOc1cc2c(cc1OCC)C(c1ccc(OC)cc1)N(c1ccccc1)C(=O)C2 (stereo not drawn)	3	-1.2	-8	0	-3.2
23	Cn1c(N)c(C#N)c2c(c1=S)COC(C)(C)C2	3	1.6	1	7	-1.5
24	O=C(COC(=O)c1cccc(Cl)c1)Nc1cc(S(=O)(=O)N2CCOCC2)ccc1N1CCOCC1	-2	-0.5	-8	0	-0.5
25	C#C[C@]1(OC(C)=O)CCC2C3CCC4=CC(=O)CC[C@@H]4C3CC[C@@]21C (stereo partly drawn)	1	-0.6	1	0	-0.8
26	CCCN1C(=O)c2ccc(C(=O)Nc3ccc4c(c3)OCO4)cc2C1=O	-7	0.2	0	1	0.2
27	C[C@@H]1CN([C@H](C)CO)C(=O)c2cc(Br)cnc2O[C@@H]1CN(C)C(=O)Cc1ccccc1	.	0.5	2	-2	-0.7
28	Cn1c(SCc2ccc(C#N)cc2Cl)nc2ccccc21	-7	-0.1	-4	3	1.5
29	O=C(CN(c1ccccc1)S(=O)(=O)c1ccccc1[N+](=O)[O-])NN=C1CCCCCCC1	-1	0.2	-1	-5	-0.3
30	Cc1ccc(SC2=C(Sc3ccc(C)cc3)C(=O)c3ccccc3C2=O)cc1	-22	-0.2	4	8	2.5

item	CendR NRP1 mod	DNMT1 block	SUMO1-SIM PPI	E coli Lon inh	MsrA inhibitor
21	0	-4	1	0	2.7
22	11	2	-6	-2	-1.0
23	4	-2	-10	2	1.5
24	0	-5	0	10	0.7
25	-15	-3	-1	10	0.7
26	2	7	-7	-8	2.8
27	-9	0	3	-8	-0.1
28	-9	3	-4	-8	-0.6
29	-1	-3	-6	-4	-1.0
30	-6	6	-1	-2	0.7

Exported with the structure last: entries from further up
item	Scp1 inh	Tb MetRS inh	bovine MsrA act	STEP block	LMPTP block	CendR NRP1 mod	DNMT1 block	SUMO1-SIM PPI	E coli Lon inh	MsrA inhibitor	SMILES
22	3	-1.2	-8	0	-3.2	11	2	-6	-2	-1.0	CCOc1cc2c(cc1OCC)C(c1ccc(OC)cc1)N(c1ccccc1)C(=O)C2 (stereo not drawn)
29	-1	0.2	-1	-5	-0.3	-1	-3	-6	-4	-1.0	O=C(CN(c1ccccc1)S(=O)(=O)c1ccccc1[N+](=O)[O-])NN=C1CCCCCCC1
26	-7	0.2	0	1	0.2	2	7	-7	-8	2.8	CCCN1C(=O)c2ccc(C(=O)Nc3ccc4c(c3)OCO4)cc2C1=O
23	3	1.6	1	7	-1.5	4	-2	-10	2	1.5	Cn1c(N)c(C#N)c2c(c1=S)COC(C)(C)C2
27	.	0.5	2	-2	-0.7	-9	0	3	-8	-0.1	C[C@@H]1CN([C@H](C)CO)C(=O)c2cc(Br)cnc2O[C@@H]1CN(C)C(=O)Cc1ccccc1
21	65*	-0.3	-3	85*	67*	0	-4	1	0	2.7	O=C(COc1ccc(/C=N/NC(=O)c2ccccc2O)cc1)Nc1ccccc1

(further entries)
item	smiles	Scp1 inh	Tb MetRS inh	bovine MsrA act	STEP block	LMPTP block
31	COc1cc(NC(=O)CSCC(=O)N(C)C2CCCCC2)cc(OC)c1	1	0.0	-1	0	-2.2
32	CCn1c(=NC(=O)CSCC(=O)Nc2nccs2)sc2ccccc21	-2	-1.2	-3	4	-1.5
33	CC(=O)Nc1ccc(NC(=O)COC(=O)c2ccc(S(=O)(=O)NCc3ccco3)cc2)cc1	-7	0.0	-3	-1	-0.5
34	O=C(Cn1c2c(c(-c3ccccc3Cl)cc1=O)CCC2)NCC1CCCO1 (stereo not drawn)	-9	-0.6	-1	1	0.3
35	Nc1nc(COc2ccccc2C=O)nc(Nc2ccccc2)n1	-11	-0.5	3	1	-2.7
36	CC1CCN(CCCCOc2ccc(Br)cc2)CC1	-6	-0.5	-5	-2	-2.2
37	CNC(=S)Nc1ccc(Br)cc1	-7	0.1	-1	-4	-0.5
38	Cc1occc1C(=O)NNC(=O)COc1ccc(Br)cc1Br	1	0.7	-2	-2	0.8
39	COC(=O)C1=C(C(=O)OC)[C@@H]2N(C)c3ccc(OC)cc3[C@@]23C[C@@H](C(=O)OC)N(S(=O)(=O)c2ccc([N+](=O)[O-])cc2)C3=N1	-11	0.0	-2	3	-0.5
40	CCn1c(NCc2cc(OC)c(OC)c(OC)c2)nc2ccccc21	0	4.1	1	2	2.8
41	Cc1cccc(C(=O)NC(NC(=S)Nc2ccc(S(N)(=O)=O)cc2)C(Cl)(Cl)Cl)c1 (stereo not drawn)	-12	-0.4	-1	11	1.0
42	Fc1ccc(C2=NN(c3ccccc3)C(c3ccco3)C2)cc1 (stereo not drawn)	-10	-0.3	-2	0	2.8

item	CendR NRP1 mod	DNMT1 block	SUMO1-SIM PPI	E coli Lon inh	MsrA inhibitor
31	1	-3	4	-14	1.4
32	32*	4	1	-3	0.1
33	10	-5	-2	14	-1.0
34	5	1	1	-2	1.2
35	-6	-10	-4	1	2.6
36	-4	0	1	-8	0.1
37	-4	0	9	3	-0.3
38	3	-1	-2	-3	-0.4
39	9	-7	-28	11	-0.2
40	2	-1	2	-2	-0.2
41	0	-7	-3	6	-1.3
42	3	-7	-11	4	1.2

Source: PubChem
